# Assay outcomes deposited in PubChem BioAssay by National Center for Advancing Translational Sciences (NCATS).
# Anesthetic bind – binds horse apoferritin like a general anesthetic; apoferritin/1-aminoanthracene competitive binding, fluorescence; Potency, µM (highest dose often 77.5 µM), for the others: at the highest dose activity change, negative = displacement, usual class: inhibitors; 0.074% of 350,000 active; AID 485281; also: % is scaled to controls: 0 for no effect and ±100 for the full control effect; nearly all actives have a fitted effect of over 20% in size
#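 Concentration-response curves derived by four-parameter Hill fitting of normalized fluorescence, where compounds displaced 1-AMA from 10 uM horse apoferritin following a brief 10 min room-temperature incubation; propofol titration acted as positive control.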
# Pol beta inh – blocks human DNA polymerase beta activity; Pol beta primer extension/strand displacement, fluorescence kinetic; Potency, µM (highest dose often 114 µM), for inactives: at the top dose activity change, negative = inhibition, usual class: inhibitors; 1.3% of 340,000 active; also: % is scaled to controls: 0 for no effect and ±100 for the full control effect
#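 Preincubation: enzyme (10 nM) with compound, 15 min, RT. Reaction: substrate added to 50 nM final. Reads: 0 and 10 min. Analysis: normalized, Hill fit.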
# BAZ2B block – blocks human BAZ2B; 4.4% of 360,000 active; Potency, µM (doses to about 114 µM), without a hit: at the highest dose activity change, negative = inhibition, actives largely listed as inhibitors; AlphaScreen BAZ2B-H3K14Ac peptide displacement; Q9UIF8; also: % is scaled to controls: 0 for no effect and ±100 for the full control effect; nearly all actives have a fitted effect of over 60% in size
#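 Compounds, titrated to a top concentration of 110 uM, were incubated 30 min at room temperature with preformed BAZ2B/acetyl-K14 H3 peptide complex (50 nM each). Proximity signal was measured by AlphaScreen after 20 min with beads.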
# G9a inh – G9a (human) methyltransferase inhibition. Q96KQ7. G9a H3K9 monomethylation, AlphaScreen, 2 h. Potency, µM (top dose mostly 102 µM), inactives show at the top dose activity, negative = inhibition, actives largely listed as inhibitors. 8.8% of 350,000 active; also: % is scaled to controls: 0 for no effect and ±100 for the full control effect; nearly all actives have a fitted effect of over 75% in size
#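 Signal arises when biotinylated H3K9 peptide, once monomethylated, bridges streptavidin donor and antibody-captured acceptor beads. Enzyme at 20 nM was preincubated 15 min with test compounds; peptide 500 nM and SAM 20 uM then reacted for 2 h.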
# Pol eta inh – blocks human DNA polymerase eta activity; Q9Y253; recombinant Pol eta, fluorescent DNA replication assay; Potency, µM (doses to about 114 µM), without a hit: at the highest dose activity change, negative = inhibition, actives largely listed as inhibitors; 1.2% of 390,000 active; also: % is scaled to controls: 0 for no effect and ±100 for the full control effect
#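 Fluorescent replication assay: 50 nM final substrate added after a 15 min room-temperature compound preincubation with 10 nM enzyme. Signal taken at 0 min and again at 10 min.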
# Pol kappa inh – blocks human DNA polymerase kappa activity | Q9UBT6 | purified Pol kappa, fluorescent DNA synthesis assay, 10 min | Potency, µM (titrated, usually from 107 µM), for the others: at the highest dose activity, negative = inhibition, hits mostly inhibitors | 0.53% of 400,000 active; also: % is scaled to controls: 0 for no effect and ±100 for the full control effect
#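 Kinetic fluorescence screen: compound preincubated 15 min RT with 10 nM enzyme; 50 nM substrate (final) initiates; reads at 0/10 min.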
# APEX1 inh – blocks human APE1 abasic DNA cleavage; Potency, µM (series often up to 65.8 µM), for the others: at the top dose activity change, negative = inhibition, usual class: inhibitors; recombinant APE1, TAMRA/BHQ-2 abasic DNA cleavage fluorescence; AID 2517; 0.35% of 350,000 active;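 also: plate controls were vehicle for no effect and reference inhibitor for full effect; nearly all actives have a fitted effect of over 55% in size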
# Target sequence (P27695 whole entry, looked up): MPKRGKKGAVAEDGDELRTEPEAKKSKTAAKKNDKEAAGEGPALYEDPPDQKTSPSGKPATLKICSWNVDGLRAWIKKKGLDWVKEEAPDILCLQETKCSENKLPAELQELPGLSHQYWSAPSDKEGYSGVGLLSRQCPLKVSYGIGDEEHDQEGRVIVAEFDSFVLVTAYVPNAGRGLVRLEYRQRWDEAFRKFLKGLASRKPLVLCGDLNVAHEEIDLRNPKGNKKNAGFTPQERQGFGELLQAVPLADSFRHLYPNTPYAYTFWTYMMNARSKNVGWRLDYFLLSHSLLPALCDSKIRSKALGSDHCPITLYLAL
#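 Activity was derived from the fluorescence gain between first and third kinetic reads (60 s intervals, ex 525/em 598 nm) after 50 nM THF-abasic TAMRA/BHQ-2 duplex was added to 0.75 nM APE1 preincubated 15 min with compound.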
# Pol iota inh – DNA polymerase iota (human) inhibition | Q9UNA4 | Pol iota fluorescent replication assay, 10 min | Potency, µM (doses to about 115 µM), inactives show top-dose activity, negative = inhibition, actives largely listed as inhibitors | 1% of 390,000 active | AID 588590
# Target sequence (Q9UNA4 whole entry, looked up): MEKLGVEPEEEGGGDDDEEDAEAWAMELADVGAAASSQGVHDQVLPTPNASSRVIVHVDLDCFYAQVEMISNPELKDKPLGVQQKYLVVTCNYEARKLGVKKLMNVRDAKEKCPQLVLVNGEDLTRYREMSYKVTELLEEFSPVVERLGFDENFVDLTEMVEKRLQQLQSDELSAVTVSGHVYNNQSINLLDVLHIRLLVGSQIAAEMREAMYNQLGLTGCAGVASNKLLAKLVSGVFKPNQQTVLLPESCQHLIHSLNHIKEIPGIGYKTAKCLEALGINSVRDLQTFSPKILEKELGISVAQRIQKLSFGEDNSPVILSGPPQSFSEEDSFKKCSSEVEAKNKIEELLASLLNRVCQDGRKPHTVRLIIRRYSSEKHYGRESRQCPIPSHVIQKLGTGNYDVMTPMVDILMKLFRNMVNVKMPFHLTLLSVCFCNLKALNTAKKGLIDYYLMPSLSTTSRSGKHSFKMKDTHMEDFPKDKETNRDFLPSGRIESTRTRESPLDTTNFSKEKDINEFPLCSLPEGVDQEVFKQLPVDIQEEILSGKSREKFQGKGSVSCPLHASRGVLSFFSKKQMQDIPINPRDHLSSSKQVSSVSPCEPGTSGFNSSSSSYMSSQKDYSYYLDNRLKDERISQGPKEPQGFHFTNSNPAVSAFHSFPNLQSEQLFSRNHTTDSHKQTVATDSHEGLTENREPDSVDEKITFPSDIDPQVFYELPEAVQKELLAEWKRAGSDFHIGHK
#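 Pol iota at 10 nM preincubated 15 min with compounds at room temperature; reaction started with fluorescent substrate, 50 nM final. Fluorescence read kinetically at 0 and 10 min; buffer-only wells as negative control.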
# BLM inh – inhibitors of human Bloom syndrome helicase BLM. P54132. recombinant BLM DNA unwinding, fluorescence dequenching. Potency, µM (titrated, usually from 56.1 µM), for inactives: at the top dose activity change, negative = inhibition, actives largely listed as inhibitors. 0.2% of 350,000 active. AID 2528;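 also: plate controls were vehicle for no effect and no enzyme for full effect; nearly all actives have a fitted effect of over 35% in size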
# Active calls of the source: *; ? = inconclusive; · = no result given; [ ] = dose if it differs, or a comment. Calls follow the shape of the dose curve; as a rule, active = well fitted curve in the direction sought with a large enough effect; inconclusive = small, poorly fitted or top-dose-only effect, or another doubt; inactive = no such curve, though single readings can be large; an effect the other way counts as inactive or inconclusive. Potency is read from the fitted curve at half-maximal effect. An excerpt; rates above refer to the full screens.
1	Cc1cc(C)c(S(=O)(=O)N2CCCOC2CNC(=O)C(=O)NCCCn2ccnc2)c(C)c1 (stereo unspecified)
2	COc1ccc2ccc(OCC(=O)N3c4ccccc4NC(=O)CC3C)cc2c1 (stereo unspecified)
3	Cc1cc(C)cc(N(CC(=O)NCc2ccc3c(c2)OCO3)C(=O)CCC(=O)Nc2ccccn2)c1
4	Cc1nn(-c2ccccc2)c(C)c1/C=N/n1c(-c2ccc(C(C)(C)C)cc2)n[nH]c1=S
5	CC(=O)N1CCC(O)(c2cccc(C(F)(F)F)c2)CC1
6	CC(C)Oc1ccc(C(=O)N2CCN(c3nc4c(F)cc(F)cc4s3)CC2)cc1
7	CCOC(=O)c1cnc2ccccc2c1Nc1cccc(C(=O)O)c1
8	COc1ccc(-c2nn(-c3ccccc3)cc2C(=O)Nc2ccc(C(=O)O)cc2)cc1

Compound	1	2	3	4	5	6	7	8
Anesthetic bind	-1.2%	·	-11.5%	-20.8%	-12.7%	-0.8%	-11.1%	-9.7%
Pol beta inh	-9.8%	·	23.7%	-0.7%	-2.0%	?	-0.1%	6.2%
BAZ2B block	?	15.5%	-5.6%	?	-6.7%	-3.2%	-0.3%	-15.2%
G9a inh	5.4%[59 µM]	15.6%[12.7 µM]	-9.7%	29.2%[0.501 µM]	11.9%	-3.8%[59 µM]	?	1.9%
Pol eta inh	-19.6%	-7.7%	-7.1%	-13.0%	-5.7%	-0.7%	-18.1%	-5.5%
Pol kappa inh	-11.5%	18.8%	-8.2%	-16.1%	-8.1%	-6.5%[60.1 µM]	-4.3%	3.8%
APEX1 inh	2.5%	-12.6%	-8.6%	5.3%	4.1%	·	2.5%	11.8%
Pol iota inh	-5.6%	18.0%	19.0%	15.0%	?	6.9%	47.1%[activator]	16.2%
BLM inh	-2.9%	·	0.2%	-13.7%	-2.0%	1.6%	-6.2%	2.4%

9	CCCNc1nc2c(c(=O)n(C)c(=O)n2C)n1CCC(C)C
10	COc1ccccc1-c1c(C(F)(F)F)oc2cc(OCC(=O)Nc3cc(C)ccc3C)ccc2c1=O
11	COc1ccc(CC(=O)Nc2cccc(C)n2)cc1OC
12	O=C1Nc2ccccc2Oc2cc(Oc3ccccc3)ccc21
13	COc1ccc(NC(=O)CC2SC3=NCCN3C2=O)cc1 (stereo unspecified)
14	COC(=O)NNC(=O)c1ccc(Cl)cc1Cl
15	CCN1CCCC1CNCc1cccc(OC)c1OCc1ccccc1F (stereo unspecified)
16	Cc1ccccc1C(=O)Nc1ccc(CN2CCOCC2)cc1

Compound	9	10	11	12	13	14	15	16
Anesthetic bind	-13.0%	2.3%	-7.6%	-19.6%	-6.5%	-1.1%	-3.8%	-8.1%
Pol beta inh	35.0%	-2.3%[57.1 µM]	-0.7%	-41.6%	3.2%	13.6%	1.6%	7.7%
BAZ2B block	10.6%	1.2%	7.6%	44.7µM*	-12.9%	12.7%	3.7%	2.7%
G9a inh	5.8%	15.9%	1.8%[59 µM]	?	-4.1%	-6.7%[59 µM]	-40.3%[59 µM]	18.8%[59 µM]
Pol eta inh	-6.2%	·	-13.0%	·	-14.7%	-4.8%	-0.8%	-1.1%
Pol kappa inh	-3.4%	·	-1.2%	?	5.0%	-4.9%	-1.9%	-9.4%
APEX1 inh	3.3%	-0.8%	-2.2%	?	4.1%	26.2%	1.4%	15.2%
Pol iota inh	17.2%	·	87.3%[activator]	79.4µM*	42.2%[activator]	14.0%	89.1µM*	-0.8%
BLM inh	-1.5%	0.8%	0.3%	-14.3%	-3.6%	-0.4%	4.3%	-4.0%

# Some entries already given, reduced to G9a inh and Pol kappa inh:
entry | SMILES | G9a inh | Pol kappa inh
8 | COc1ccc(-c2nn(-c3ccccc3)cc2C(=O)Nc2ccc(C(=O)O)cc2)cc1 | 1.9% | 3.8%
9 | CCCNc1nc2c(c(=O)n(C)c(=O)n2C)n1CCC(C)C | 5.8% | -3.4%

# Additional records.
17	Cc1cc(NC(=O)CCC(=O)N(CC(=O)NC2CCCC2)c2ccc(F)cc2)no1
18	O=C(Nc1cccc2ccccc12)N1CCOCC1
19	CC(=O)Oc1ccccc1-c1nc(/C=C/c2ccccc2)no1
20	O=C(Nc1ccc(F)cc1F)C1(c2cccs2)CCOCC1
21	CCOC(=O)c1c(C)n(-c2ccccc2)c2ccc(OC(=O)c3c(F)cccc3F)cc12
22	CCCCNC(=O)c1ccc2c(c1)NC(=O)C(CS(=O)(=O)Cc1ccc(C)cc1)N2 (stereo unspecified)
23	COc1ccc(CCNC(=O)Cn2nnc(-c3cccc(OC)c3OC)n2)cc1OC
24	O=C(NCC(=O)N1CCC2(CC1)NCCc1[nH]cnc12)c1ccccc1F

Compound	17	18	19	20	21	22	23	24
Anesthetic bind	-3.9%	-5.3%	-13.9%	-8.6%	55.8%[activator]	-13.6%	-7.0%	-6.4%
Pol beta inh	-3.0%	-2.9%	28.2%	51.4%	-3.4%	0.4%	2.0%	42.1%
BAZ2B block	-10.8%	7.2%	61.9%[activator]	-2.1%	-20.7%	2.1%[57.1 µM]	4.4%	-9.4%
G9a inh	-8.1%	?	121.0%[activator]	2.9%	-12.7%[59 µM]	?	-3.9%[59 µM]	-7.0%
Pol eta inh	-8.7%	-15.8%	-25.4%	-32.6%	-9.4%	-20.8%	1.9%	-4.2%
Pol kappa inh	-2.4%	-3.7%	-5.9%	-4.0%	-6.3%	-1.1%	-10.3%	-1.2%
APEX1 inh	38.8%[activator]	-0.4%	-16.2%	-3.1%	·	·	-3.6%	14.2%
Pol iota inh	-22.4%	24.1%	62.4%[activator]	42.2%[activator]	-17.0%	11.4%	-3.3%	11.1%
BLM inh	-2.9%	-5.0%	-6.2%	-5.3%	-4.6%	0.3%	0.3%	3.3%

# Pulled one by one from the list above, four records:
24	O=C(NCC(=O)N1CCC2(CC1)NCCc1[nH]cnc12)c1ccccc1F
17	Cc1cc(NC(=O)CCC(=O)N(CC(=O)NC2CCCC2)c2ccc(F)cc2)no1
23	COc1ccc(CCNC(=O)Cn2nnc(-c3cccc(OC)c3OC)n2)cc1OC
22	CCCCNC(=O)c1ccc2c(c1)NC(=O)C(CS(=O)(=O)Cc1ccc(C)cc1)N2 (stereo unspecified)

Compound	24	17	23	22
Anesthetic bind	-6.4%	-3.9%	-7.0%	-13.6%
Pol beta inh	42.1%	-3.0%	2.0%	0.4%
BAZ2B block	-9.4%	-10.8%	4.4%	2.1%[57.1 µM]
G9a inh	-7.0%	-8.1%	-3.9%[59 µM]	?
Pol eta inh	-4.2%	-8.7%	1.9%	-20.8%
Pol kappa inh	-1.2%	-2.4%	-10.3%	-1.1%
APEX1 inh	14.2%	38.8%[activator]	-3.6%	·
Pol iota inh	11.1%	-22.4%	-3.3%	11.4%
BLM inh	3.3%	-2.9%	0.3%	0.3%

# Further structures:
25	O=C(COC(=O)CNC(=O)c1ccc(Cl)cc1)Nc1ccc2c(c1)OCCO2
26	CCOC(=O)Cc1csc(NC(=O)CN2C(=O)c3ccccc3C2=O)n1
27	O=C(Nc1ccc(SC(F)(F)F)cc1)c1ccccn1
28	CCNc1nc(Oc2ccc(C(=O)OCC)cc2)nc(SC)n1
29	O=S(=O)(/C=C/c1ccccc1)NCc1ccccc1Cl
30	COc1ccc(C2=NS(=O)(=O)N(C)C(C(=O)N3CCOCC3)=C2)cc1
31	COc1ccc(C(=O)N2CCN(C(=O)c3ccncc3)CC2)cc1
32	O=C(NCCc1csc(-c2ccc(F)cc2)n1)c1cccc(F)c1

Compound	25	26	27	28	29	30	31	32
Anesthetic bind	7.7%	-13.9%	-13.5%	-17.9%	-17.3%	-15.7%	-5.7%	-16.0%
Pol beta inh	11.6%	15.2%	19.7%	22.0%	5.3%	-1.7%	-0.5%	4.8%
BAZ2B block	-0.9%	-2.9%	9.8%	-2.8%	4.1%	1.1%	-33.5%	19.4%
G9a inh	-38.0%[59 µM]	4.6%[12.7 µM]	8.7%	-7.9%[59 µM]	27.2%[59 µM]	?	5.0%[0.501 µM]	2.5%[59 µM]
Pol eta inh	-16.3%	-4.1%	-7.3%	-8.3%	-8.9%	3.4%	-17.2%	-16.2%
Pol kappa inh	-0.6%	-5.1%	-6.1%	-3.9%	-8.9%	-5.0%	-5.7%	-2.5%[60.1 µM]
APEX1 inh	15.7%	15.5%	-2.1%	-5.9%	-10.3%	9.5%	-1.2%	·
Pol iota inh	-7.0%	154.5%[activator]	22.8%	8.0%	44.4%[activator]	-3.2%	1.0%	23.2%
BLM inh	-16.5%	0.8%	-1.0%	-4.4%	-7.1%	-1.5%	-1.2%	-1.2%

33	C=CCn1c(-c2cccc3ccccc23)n[nH]c1=S
34	COc1cccc(N2CCN(C(=O)CN3CCSc4ccc(S(=O)(=O)N(C)C)cc43)CC2)c1
35	Cc1cccc(OCc2nnc(SCC(=O)O)n2Cc2ccccc2)c1
36	CCc1ccc(C(=O)c2cn(CC(=O)Nc3ccc(OC)c(OC)c3)c3ccc(C)cc3c2=O)cc1
37	C/C(=N\NC(=O)CC#N)C1COc2ccccc2O1 (stereo unspecified)
38	Cc1ccccc1NC(=O)c1ccc(NC(=O)N2CCSc3ncccc32)cc1
39	CC(=O)c1ccc(Nc2ccc3cc(S(=O)(=O)N4CCCC4)ccc3n2)cc1

Compound	33	34	35	36	37	38	39
Anesthetic bind	-4.3%	-8.3%	-3.0%	?	-15.8%	8.1%	381.8%[activator]
Pol beta inh	-1.5%	0.3%	52.4%	1.7%	32.9%	-0.1%	-5.3%
BAZ2B block	-33.0%	-27.1%	-14.8%	?	-2.4%	-2.2%	1.7%
G9a inh	?	1.6%[59 µM]	·	-11.5%[59 µM]	9.4%	?	?
Pol eta inh	-3.6%	-6.5%	-4.5%	-8.3%	-13.6%	-17.8%	-17.9%
Pol kappa inh	-10.1%	-4.1%[60.1 µM]	-9.2%	-27.3%	-3.2%	-3.5%	-5.8%
APEX1 inh	-1.4%	·	1.7%	·	-4.4%	·	·
Pol iota inh	18.1%	11.8%	92.4%[activator]	-16.6%	73.6%[activator]	-1.3%	9.4%
BLM inh	-1.8%	-1.8%	2.6%	-18.2%	-2.3%	-0.6%	-5.3%
